SKN-1 block = suppressors of acrylamide-induced Pgst-4::GFP reporter in worms, primary screen, SKN-1 inhibitor project, whole organism, uHTS, GFP/RFP fluorescence ratio, strain VP596. C. elegans VP596 Pgst-4::GFP/RFP ratio, 24 h. inhibition, % at 21.8 µM. hit rate 0.49% among 360,000. AID 624304, 2012;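 active = interference check ratio from 0.5 to 1.5 plus GFP to RFP signal ratio inhibition reaching or exceeding a fixed threshold, cut at about 30% in these data, passing the limit was not always enough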; also: some compounds called inactive have numbers as strong as hits
Rin1 Abl inh = inhibitors of Rin1-Abl protein binding, primary screen, biochemical, TR-FRET; inhibition, % at 7.35 µM; hit rate 0.4% among 360,000; AID 588664, 2011; in the data active = inhibition above about 5%, passing the limit was not always enough
Neddylation inh = inhibitors of cullin neddylation, primary screen, biochemical, TR-FRET, uHTS, NAE and Ubc12; calls only at 25 µM; hit rate 0.58% among 360,000; in the data active = inhibition above about 36%
MsrA act = bovine MsrA enzyme activators, primary screen, biochemical, absorbance, HTS. Methionine sulfoxide reductase A (Bos taurus). purified bovine MsrA, absorbance read-out. activation, % at 10.6 µM. hit rate 0.3% among 360,000; in the data active = activation above about 7.5%;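 also: 0% = vehicle and 100% = reference activator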
eLon inh = inhibitors of E. coli Lon protease, primary screen, biochemical, fluorescence polarization; purified E. coli Lon protease; inhibition, % at 7.94 µM; hit rate 0.42% among 360,000; AID 602123, 2011; in the data active = inhibition above about 13%, passing the limit was not always enough;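 also: 0% = enzyme with probe and DMSO and 100% = no enzyme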
NRP1-CendR mod = modulators of CendR peptide binding to NRP-1, primary screen, biochemical, fluorescence polarization, uHTS; Neuropilin-1 (Homo sapiens), O14786; FAM-RPARPAR peptide binding to NRP-1; inhibition, % at 25 µM; hit rate 0.85% among 360,000;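 active = inhibition or corrected inhibition above about 18%, plus a signal ratio from 0.5 to 1.5, limit read from the data, passing the limit was not always enough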; also: strong numbers were not always called active
MT1-MMP act inh = blockers of MT1-MMP proenzyme processing, primary screen, HT1080 RFP-PRO-GFP cells, GFP/RFP fluorescence; AID 651647, 2012; GFP/RFP ratio fluorescence, overnight; percent of plate control window, DMSO zero; hit rate 0.061% among 360,000; Matrix metalloproteinase-14 (Homo sapiens), P50281; GFP/RFP ratio change, % at 20 µM;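 active = GFP/RFP ratio change of at least 30% with cell ATP level not reduced by more than half and red fluorescence within 50% of control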; also: strong numbers were not always called active
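Assay system: HT1080 cells carrying an RFP-PRO-GFP reporter | Dosing: Single dose of 20 µM compound, 1% DMSO final | Incubation: Cells overnight before dosing, compound overnight, 37 °C, 5% CO2 | Evaluation: GFP/RFP fluorescence ratio | Control set: DMSO and RFP-L50D-GFP cell wells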
FAS-TE inh = FAS thioesterase domain inhibitors, primary screen, biochemical, fluorescence intensity, uHTS. recombinant FAS-TE, OMFH fluorogenic substrate, fluorescence endpoint. inhibition, % at 15 µM. AID 602261, 2012. hit rate 0.67% among 360,000;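 active = compounds whose normalised, plate-corrected inhibition of enzyme fluorescence in the single-dose primary screen is 50% or more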;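 also: 0% = DMSO with enzyme and 100% = substrate without enzyme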
MsrA inhibitor = bovine MsrA enzyme inhibitors, primary screen, biochemical, absorbance, HTS; Methionine sulfoxide reductase A (Bos taurus); inhibition, % at 15.5 µM; hit rate 0.75% among 360,000; AID 651718, 2012; purified bovine MsrA, absorbance read-out; in the data active = inhibition above about 4.5%;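 also: 0% = vehicle wells with enzyme and 100% = reference inhibitor wells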
Starred values were filed as active, the others as inactive; i = inactive; . = no result given.

Results follow in this order: SKN-1 block	Rin1 Abl inh	Neddylation inh	MsrA act	eLon inh	NRP1-CendR mod	MT1-MMP act inh	FAS-TE inh	MsrA inhibitor
#1 COc1ccc(C2N3CC4(C)CN2CC(C)(C3)C4O)cc1 (configuration not stated)
→ -9	-2	i	-6	-4	-4	0	-6	1.3
#2 C=CCNC(=O)N1CCC(n2nccc2NC(=O)CCCc2ccccc2)CC1
→ -10	2	i	-7	9	-1	1	-6	-0.2
#3 C/C(=N\NC(=O)c1cccc(N/N=C(\C)c2ccco2)c1)c1ccco1
→ 1	-5	i	-4	-4	-24	2	-4	1.9
#4 CC(=O)Nc1cc(C(N)=O)c(Cl)cc1Cl
→ 12	4	i	-3	-4	7	-1	-7	-0.5
#5 CCOC(=O)c1cc2sccc2n1CC(=O)N1CCCC1
→ 3	4	i	-4	6	-3	4	-8	0.6
#6 Cc1ccc(CC2CC(=O)N(c3nc4ccccc4s3)C2=O)cc1 (configuration not stated)
→ -1	-1	i	1	-1	-1	1	2	-0.3
#7 Cc1cc(C)nc(-n2nc(C)c(Oc3ccccc3O)c2C)n1
→ 6	3	i	-2	-4	-4	1	-1	0.8
#8 COc1cccc(-c2csc(NC3OC(=O)c4c3ccc(OC)c4OC)n2)c1 (configuration not stated)
→ 7	2	i	0	4	-7	1	-7	2.2
#9 NS(=O)(=O)c1ccc(NC(=O)CN2CCCc3ccccc32)cc1
→ -1	-2	i	-8	-75	-93	-43	-14	0.8
#10 O=C(CSc1nnc(Cn2nnc3ccccc32)o1)Nc1ccc(Cl)cc1
→ -32	3	i	-10	-9	-3	13	-7	-0.7
#11 CCN(CC)S(=O)(=O)c1cc(C)c(C)cc1OCC(=O)NC1CCCC1
→ -3	4	i	-1	8	0	-2	13	-0.5
#12 Cc1ccccc1C(=O)Nc1ccc(O)c2c(=O)cc(-c3ccccc3Cl)oc12
→ -5	3	i	-6	5	0	-5	17	1.1
#13 CCOc1ccc(N=Nc2c(C)noc2C)cc1
→ -2	-4	i	-7	-7	-13	-3	0	-0.5
#14 O=C(CCc1nc2ccccc2[nH]c1=O)OCc1ccc(S(=O)(=O)N2CCOCC2)cc1
→ -13	2	i	-9	1	-12	1	0	2.6
#15 Cc1cc(C)n(C(=O)CCCn2cc([N+](=O)[O-])cn2)n1
→ -4	-1	i	-13	9	6	-2	4	0.5

(more compounds)
Results follow in this order: SKN-1 block	Rin1 Abl inh	Neddylation inh	MsrA act	eLon inh	NRP1-CendR mod	MT1-MMP act inh	FAS-TE inh	MsrA inhibitor
#16 CCNc1nc(NC(C)(C)C)nc(N(C#N)CC)n1
→ 8	-2	i	-10	5	-21	2	-3	0.4
#17 COc1ccc(Nc2nc3ccccc3c(=O)s2)c(OC)c1
→ 10	-1	i	2	0	13	3	-5	0.4
#18 O=C(CCNC(=O)OCc1ccccc1)NC1CCCCCC1
→ 18	3	i	-2	-2	0	5	-2	1.8
#19 O=C(Nc1ccc2nc([C@@H]3O[C@H](CO)[C@@H](O)[C@H](O)[C@H]3O)[nH]c2c1)NC(c1ccccc1)c1ccccc1
→ 1	-1	i	0	-12	-13	7	7	0.8
#20 CNC(=O)CC1C(=O)N(Cc2ccccc2)C(=S)N1NC(=O)c1cccc(F)c1 (configuration not stated)
→ -6	0	i	-5	-17	4	-2	-10	-0.2
#21 N#CC(Nc1ccccc1)c1ccccc1OCc1ccccc1 (configuration not stated)
→ 17	0	i	3	-3	-1	1	27	-0.5
#22 O=S1c2ccccc2Nc2ccccc21
→ 17	0	i	-1	-7	-2	1	-8	0.8
#23 CCNC(=O)NC1(C(=O)Nc2ccc3c(c2)CCC3)CCCCC1
→ 11	-2	i	-1	0	-4	1	-3	0.4
#24 Cc1c(NC(=O)C(C)C)cccc1-c1nc2ncccc2o1
→ 1	-5	i	-2	-1	11	-4	-5	-0.1
#25 C=CCn1c(C)cc(C(=O)COC(=O)/C=C/c2ccc(OC)cc2)c1C
→ 3	-2	i	-3	-1	-3	-4	17	1.7
#26 Cc1ccc(-n2cc(CNCCCn3ccnc3C)c(-c3ccc(F)cc3)n2)cc1
→ 7	2	i	0	0	9	3	-2	-1.2
#27 COc1ccc(C(=O)N2CCCC(CCC(=O)NCc3ccc(F)c(F)c3)C2)cc1F (configuration not stated)
→ 13	2	i	-3	-1	-2	-1	-2	0.7
#28 COC(=O)Nc1ccc(S(=O)(=O)Nc2cc(C(F)(F)F)c[nH]c2=O)cc1
→ 11	1	i	2	-1	11	5	-8	0.2
#29 COc1ccc(-n2ncc3c(N4CCN(Cc5ccccc5)CC4)ncnc32)cc1
→ 25	1	.	-4	4	3	-23	22	-0.4
#30 COC(=O)C1=C(C(=O)OC)N2C=CC=CC2(C)C(C(=O)OC)=C1C(=O)OC (configuration not stated)
→ 5	-3	i	-5	3	-3	0	-13	0.8

Going on with the list.
Results follow in this order: SKN-1 block	Rin1 Abl inh	Neddylation inh	MsrA act	eLon inh	NRP1-CendR mod	MT1-MMP act inh	FAS-TE inh	MsrA inhibitor
#31 COc1cccc(NC(=O)CC2(CC(=O)O)CCCC2)c1
→ -5	2	i	0	-9	2	-5	-1	-0.7
#32 CC1CCCCC1NC(=O)CCNS(=O)(=O)c1ccc(Cl)cc1 (configuration not stated)
→ 24	-2	i	-1	2	-1	0	-8	-0.4
#33 Cc1ccc(C(=O)NCCc2ccncc2)cc1
→ -12	0	i	-2	-5	1	-5	-6	-0.1
#34 CC1(C)CC(=O)c2sc(NS(=O)(=O)c3ccc(F)cc3)nc2C1
→ -5	3	i	-9	-3	-12	-1	0	5.3*
#35 O=C(CN(C(=O)CCC(=O)Nc1nccs1)c1ccc(F)cc1)NCC1CCCO1 (configuration not stated)
→ 11	3	i	-6	-9	13	-3	-9	1.2
#36 C=CC[C@@H](Cc1ccc(F)cc1)C(=O)OC[C@@H]1CCCN1C(=O)[C@@H](CC=C)CC(=O)NCCO
→ 20	3	i	-3	-13	7	4	-6	-0.8
#37 COC(=O)c1c(N2C(=O)[C@H]3[C@@H](C2=O)[C@]2(C(=O)Nc4c(C)cc(C)cc42)N2CCC[C@@H]32)sc(C)c1C
→ 12	2	i	-2	-9	-32	-18	6	-0.2
#38 O=[N+]([O-])c1ccc2c(c1)nc1n2CCN(C2CCCCC2)C1
→ -16	1	i	-4	2	-15	1	10	1.1
#39 COC(=O)CSc1nc(N)c(C#N)c(-c2ccco2)c1C#N
→ 20	-3	i	-6	-9	-32	0	-2	3.3
#40 COc1ccccc1OCc1nnc(SCC(=O)NCc2ccco2)n1Cc1ccco1
→ -1	0	i	-9	-17	-45	-10	-7	-1.0
#41 Cc1cc(C)c(C)c(OCCOCCN2CCOCC2)c1
→ 16	2	i	0	-2	-2	10	-10	3.0
#42 CC(=O)c1ccc(S(=O)(=O)N(C)CC(=O)Nc2cccc(S(=O)(=O)N3CCCC3)c2)cc1
→ -8	3	i	-10	-3	3	7	-1	-0.2
#43 CCc1nc2ccc(C(=O)NCc3ccc(OC)cc3)cn2c1N(C)Cc1ccc(OC)cc1
→ 5	-1	i	0	8	0	-2	16	-0.2
#44 O=C(Oc1ccccc1)c1cccc(N2C(=O)CCC2=O)c1
→ 1	1	i	-2	3	10	3	-6	-0.9
#45 COC(=O)c1ccc(Cn2nc(-c3ccc(C)c(C)c3)ccc2=O)cc1
→ 24	0	i	-2	2	9	0	20	-0.1

Next section.
Results follow in this order: SKN-1 block	Rin1 Abl inh	Neddylation inh	MsrA act	eLon inh	NRP1-CendR mod	MT1-MMP act inh	FAS-TE inh	MsrA inhibitor
#46 CC(=O)OCC1OC(n2ncc(=O)n(Cc3ccccc3)c2=O)C(OC(C)=O)C1OC(C)=O (configuration not stated)
→ -1	2	i	-6	-4	11	3	-4	0.2
#47 Cc1ccc(C(=O)NCC(=O)OC(C)C(=O)Nc2ccccc2[N+](=O)[O-])s1 (configuration not stated)
→ 10	0	i	-1	5	2	-1	-5	1.6
#48 O=C(O)c1ccccc1CSc1ncccc1C(=O)O
→ -2	0	i	2	1	5	-4	-4	2.1
#49 NC(=O)c1cc2ccccc2o/c1=N/NC(=O)c1ccccc1
→ -6	-3	i	-4	-7	-11	2	-4	0.9
#50 CCCCn1c(N)c(N(CCOC)C(=O)c2oc3c(Cl)cccc3c2C)c(=O)[nH]c1=O
→ 2	-2	i	0	3	3	-3	3	-0.5
#51 COc1cc(C(=O)NNC(=O)COc2ccc(Br)cc2)ccc1OCC(=O)N1CCOCC1
→ 8	0	i	-4	-8	-4	1	-5	0.8
#52 Cc1ccn2c(NC(=O)c3ccccc3)c(-c3cccs3)nc2c1
→ 5	2	i	-5	-7	2	-1	-3	3.2
#53 c1ccc2c(c1)NC1(CCCC1)n1c-2nc2ccccc21
→ 10	-4	.	-2	7	-17	13	-6	1.7
#54 CC(C)CC(C)NNC(=O)c1cc2ccccc2[nH]1 (configuration not stated)
→ -3	0	i	-8	3	5	0	-4	-0.2
#55 COc1cccc(/C=N/NC(=O)c2ccc(=O)n(C)c2)c1O
→ -1	-3	i	-5	-8	-16	3	-7	2.3
#56 COc1ccc(C(=O)NC2CCN(C(=O)Nc3ccccc3Cl)CC2)cc1
→ 7	5	i	-8	-2	12	4	4	-0.3
#57 O=C(Nc1cccc(OC(F)(F)F)c1)c1ccc(-c2cccnc2)c2ccoc12
→ -1	0	i	0	-1	-3	0	17	1.4
#58 COc1cc(CCC(=O)OCC(=O)N2CC(=O)Nc3ccccc32)cc(OC)c1OC
→ 9	3	i	-1	-1	5	-2	-6	-0.3
#59 CC(C)(C)OC(=O)N1CCN(C(c2ccnc3ccccc23)c2nnnn2-c2ccc3c(c2)OCCO3)CC1 (configuration not stated)
→ -14	.	i	-5	5	5	5	9	-0.4
#60 CN(C)C(CNC(=O)c1ccc(-c2ccccc2)cc1)c1ccccc1 (configuration not stated)
→ -5	-1	i	-4	6	-5	-1	1	-1.2
#61 C1CCN(c2nc3nonc3nc2NCC2CCOCC2)CC1
→ -8	-3	i	-12	0	-5	-1	-7	.
#62 COCCNC(=O)C1CCC(CNS(=O)(=O)c2c(C)cc(C)cc2C)CC1 (configuration not stated)
→ -27	-1	i	-10	3	9	-2	-8	-0.3

Part of the list above, in transposed form.
56: COc1ccc(C(=O)NC2CCN(C(=O)Nc3ccccc3Cl)CC2)cc1
59: CC(C)(C)OC(=O)N1CCN(C(c2ccnc3ccccc23)c2nnnn2-c2ccc3c(c2)OCCO3)CC1 (configuration not stated)
57: O=C(Nc1cccc(OC(F)(F)F)c1)c1ccc(-c2cccnc2)c2ccoc12

| Assay by compound | 56 | 59 | 57 |
| --- | --- | --- | --- |
| SKN-1 block | 7 | -14 | -1 |
| Rin1 Abl inh | 5 | . | 0 |
| Neddylation inh | i | i | i |
| MsrA act | -8 | -5 | 0 |
| eLon inh | -2 | 5 | -1 |
| NRP1-CendR mod | 12 | 5 | -3 |
| MT1-MMP act inh | 4 | 5 | 0 |
| FAS-TE inh | 4 | 9 | 17 |
| MsrA inhibitor | -0.3 | -0.4 | 1.4 |
